# GRK2 aptamer HTS: blocks RNA aptamer binding to human GRK2 | inhibition of aptamer binding, % at 10 µM | P25098 | AID 488847 | bead flow cytometry, FAM-aptamer displacement from GRK2 | actives 0.59% (n = 330,000);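 active = inhibition of aptamer binding above 40%, roughly 3 SD of noise, on plates passing a quality check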;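 also: median bead fluorescence of bound FAM aptamer so fluorescent compounds give negative values; no value below 0 was filed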
# Target sequence (P25098 whole entry, looked up): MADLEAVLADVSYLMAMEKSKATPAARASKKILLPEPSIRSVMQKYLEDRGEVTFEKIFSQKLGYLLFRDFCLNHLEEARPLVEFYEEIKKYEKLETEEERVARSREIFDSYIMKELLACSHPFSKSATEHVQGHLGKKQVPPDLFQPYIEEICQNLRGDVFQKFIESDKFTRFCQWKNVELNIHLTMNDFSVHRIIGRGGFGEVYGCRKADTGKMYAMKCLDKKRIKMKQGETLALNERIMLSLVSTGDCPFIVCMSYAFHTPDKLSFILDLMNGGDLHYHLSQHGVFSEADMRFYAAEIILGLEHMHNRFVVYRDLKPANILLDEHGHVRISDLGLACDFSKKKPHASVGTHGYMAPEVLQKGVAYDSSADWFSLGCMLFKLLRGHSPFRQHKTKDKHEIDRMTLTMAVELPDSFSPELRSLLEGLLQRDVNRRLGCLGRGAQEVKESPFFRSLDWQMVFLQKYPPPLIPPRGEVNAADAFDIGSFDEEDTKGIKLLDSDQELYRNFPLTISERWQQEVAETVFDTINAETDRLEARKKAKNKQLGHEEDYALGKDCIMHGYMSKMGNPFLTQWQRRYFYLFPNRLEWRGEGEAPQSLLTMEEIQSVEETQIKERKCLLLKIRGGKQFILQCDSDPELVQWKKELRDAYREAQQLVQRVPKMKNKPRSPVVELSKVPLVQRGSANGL
# MEP2-GFP yeast: modulators of TOR pathway MEP2-GFP in S. cerevisiae; S. cerevisiae MEP2-GFP strain, flow cytometry GFP, 3 h; 100% = DMSO control level; GFP response vs DMSO, % at 10 µM; actives 0.51% (n = 330,000); AID 2016;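 active = GFP response versus DMSO above a set limit, roughly screen mean plus 3 SD, cut at about 180% in these data; inconclusive = fewer than 70 cells counted for a yeast strain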;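 also: median GFP fluorescence of the barcode-gated MEP2-GFP cells per well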
# LAP4 TOR yeast: alters LAP4-GFP fluorescence in TOR pathway yeast screen; actives 0.34% (n = 320,000); GFP response vs DMSO, % at 10 µM; AID 2023; S. cerevisiae LAP4-GFP multiplex, flow cytometry GFP, 3 h; median GFP as percent of DMSO wells;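 active = GFP response vs DMSO above a set limit, about the screen mean plus 3 SD, cut at about 150% in these data; inconclusive = under 70 cell events counted for the yeast strain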
# AGP1-GFP MLPCN: yeast TOR pathway AGP1-GFP modulation; S. cerevisiae AGP1-GFP multiplex flow cytometry, 3 h; GFP as percent of DMSO wells; GFP response vs DMSO, % at 10 µM; actives 0.02% (n = 320,000); AID 2066;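 active = GFP response relative to DMSO above a set limit, near screen average plus 3 SD, cut at about 150% in these data; inconclusive = fewer than 70 cells counted for the yeast strain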;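 also: median GFP channel fluorescence of the gated AGP1 strain per well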
# RPL19A-GFP yeast: alters RPL19A-GFP fluorescence in TOR pathway yeast screen; AID 2025; actives 0.3% (n = 330,000); S. cerevisiae RPL19A-GFP strain, flow cytometry, 3 h; stronger effect = lower value; percent response vs DMSO, % at 10 µM;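 active = percent response vs DMSO below 50%; inconclusive = fewer than 70 events counted for the yeast strain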;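 also: median channel GFP fluorescence of the barcoded RPL19A-GFP strain; ratio of sample median GFP to plate DMSO average so 100% = DMSO; lower means less RPL19A-GFP as with rapamycin TOR inhibition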
# GASC-1 inh: blocks human GASC-1 demethylase activity; Q9H3R0; inhibition, % at 2.35 µM; GST-JMJD2C(1-420) H3K9me3 demethylation, DELFIA europium; actives 0.069% (n = 330,000);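 active = more than half of a compound's replicate wells show inhibition beyond 50%, single wells judged on their own value; inconclusive = some, but no more than half, of replicates pass 50% inhibition; inactive = no replicate passes 50% inhibition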;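 also: signal counts dimethyl H3K9 product captured on neutravidin plate; 0% = median of DMSO wells and 100% = 0.3 times that DMSO median; strong numbers were not always called active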
# Target sequence (Q9H3R0 1-420 limits assumed): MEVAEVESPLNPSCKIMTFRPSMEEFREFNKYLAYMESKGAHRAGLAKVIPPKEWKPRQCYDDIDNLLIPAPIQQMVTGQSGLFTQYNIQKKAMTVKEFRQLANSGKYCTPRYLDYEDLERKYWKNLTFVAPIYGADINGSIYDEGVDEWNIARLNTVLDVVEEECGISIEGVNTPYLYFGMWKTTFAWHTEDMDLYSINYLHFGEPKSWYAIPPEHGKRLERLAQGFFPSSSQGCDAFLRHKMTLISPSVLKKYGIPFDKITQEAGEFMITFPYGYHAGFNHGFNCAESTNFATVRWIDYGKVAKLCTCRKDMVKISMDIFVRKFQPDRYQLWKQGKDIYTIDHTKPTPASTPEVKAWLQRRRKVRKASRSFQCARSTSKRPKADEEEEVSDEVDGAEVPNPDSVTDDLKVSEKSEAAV
# VLA-4 inh: inhibition in a human VLA-4 binding assay. P13612. VLA-4 expressing cells, ligand binding flow cytometry. inhibition, % (about 7 µM as worked out from the volumes in the protocol). actives 0.2% (n = 330,000). AID 2557; in the data active = inhibition above about 50%
# CIT2 TOR yeast: alters CIT2-GFP fluorescence in TOR pathway yeast screen; AID 2029; S. cerevisiae CIT2-GFP strain, flow cytometry, 3 h; 100 means same as DMSO wells; actives 0.065% (n = 320,000); GFP response vs DMSO, % at 10 µM;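 active = GFP response relative to DMSO above a set limit, near the screen mean plus 3 SD, cut at about 150% in these data; inconclusive = Fewer than 70 cells measured for a yeast strain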;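 also: ratio of well median GFP fluorescence to mean of DMSO wells on the plate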
# Active calls of the source: *; ? = inconclusive; . = not tested or not shown; [ ] = another dose, or the depositor's remark. The order is random (roughly 1.7% active in at least one column).
SMILES,GRK2 aptamer HTS,MEP2-GFP yeast,LAP4 TOR yeast,AGP1-GFP MLPCN,RPL19A-GFP yeast,GASC-1 inh,VLA-4 inh,CIT2 TOR yeast
Nc1nonc1-c1nc2ccccc2n1CC(=O)NC1CCCC1,2.0,100.5,99.5,101.0,101.8,-5.3,-2.0,98.4
Cc1ccc(S(=O)(=O)N2CCOCC2)cc1C(=O)NC1CCCCC1,0.0,103.2,105.5,95.0,97.6,-4.4,4.3,97.1
Cc1cc(OCC(=O)OCC(=O)NC2CCCC2)ccc1Cl,0.0,97.1,81.7,89.4,88.2,5.0,9.5,83.3
Fc1cccc(Cl)c1CN1CCN(c2nc3ccccc3s2)CC1,1.0,107.1,92.5,95.1,101.0,4.6,-14.2,96.2
O=C(COC(=O)c1ccccc1)Nc1ccc2[nH]c(=O)[nH]c2c1,0.0,100.8,100.4,103.1,99.2,-5.6,7.8,103.9
CN1CC=C2C(C#N)=C(N)C(C#N)(C#N)[C@H](c3cccs3)[C@H]2C1,2.0,102.9,106.1,102.7,100.2,20.6,-30.0,104.2
O=C(c1ccc(NS(=O)(=O)c2cccc([N+](=O)[O-])c2)cc1)N1CCCCCC1,0.0,102.7,104.9,112.0,102.8,-3.1,-1.2,100.4
O=C(O)C1CCCN1C(=O)OCC1c2ccccc2-c2ccccc21 (stereo not drawn),0.0,96.3,118.5,109.6,99.6,6.3,-4.8,96.6
O=C(NC(=S)NNC(=O)c1cnccn1)c1ccc(Cl)cc1,0.0,116.7,181.0*,109.0,112.1,-2.6,1.0,102.0
COc1ccc(-c2sc3cc(OC)c(OC)cc3c2C#CC(C)(C)O)cc1,1.0,87.4,106.6,101.1,98.0,7.7,9.0,92.6
COc1cc(NC(=O)CN(C)S(=O)(=O)c2ccc3c(c2)CC(C)N3C(C)=O)cc(OC)c1 (stereo not drawn),3.0,108.9,80.7,93.9,104.0,44.9,-18.3,105.1
CCCn1nnnc1NCc1ccc(Cl)cc1Cl,2.0,?,86.7,?,88.4,6.1,7.2,96.6
COc1ccc(CCNC(=O)CCNS(=O)(=O)c2cc(Br)cnc2N)cc1OC,0.0,95.0,87.0,102.1,99.6,-4.9,0.1,99.5
CN(C)/N=C1\C(=O)N(CN2CCN(c3ccccc3)CC2)c2ccccc21,4.0,97.1,98.3,94.3,95.1,-0.2,18.4,88.7
CCOc1cc(NC(=O)c2ccccc2C(=O)O)c(OCC)cc1NC(=O)c1ccccc1F,3.0,97.2,83.8,89.3,94.3,-21.6,4.3,90.9
COC(=O)C1=C(C)N(C)C(C)=C(C(=O)OC)C1c1ccncc1,0.0,97.7,98.7,100.7,102.6,11.0,7.8,97.3
O=C(NNC(=O)c1ccc(Cl)c(S(=O)(=O)Nc2ccc(Cl)cc2)c1)c1ccc(=O)[nH]c1,0.0,101.8,110.0,104.2,95.9,8.3,9.7,91.2
COCCC(=O)N1CCC(Oc2ccc(C(=O)N3CCC(N(C)C)C3)cc2)CC1 (stereo not drawn),8.0,99.4,89.7,100.2,97.3,-15.1,-102.7,96.9
Cc1ccc(S(=O)(=O)N2CCN(C(=O)COc3ccc(C)nc3[N+](=O)[O-])CC2)c(C)c1,0.0,111.3,124.0,98.3,93.2,-4.9,-17.4,87.9
O=C(NCc1ccccc1Cl)C1CCC(=O)N(CCCN2CCCC2=O)C1 (stereo not drawn),1.0,60.2[may fluoresce violet],?,72.4[may fluoresce violet],77.4[may fluoresce violet],4.2,8.2,?
Cc1ccc(C2=NS(=O)(=O)N(C)C(C(=O)N3CCCCC3)=C2)cc1,1.0,102.8,104.6,99.7,97.8,10.8,21.9,101.6
COC(=O)COc1cccc(-n2cnnn2)c1,1.0,87.5,93.2,98.8,95.2,6.3,19.2,84.3
Cc1nc2ccccc2c(=O)n1-c1cccc(NS(=O)(=O)c2ccccc2)c1,1.0,94.4,98.7,99.7,92.5,62.9,-4.3,92.2
Cn1c(=O)c2[nH]c(CNCc3ccccc3Cl)nc2n(C)c1=O,0.0,104.6,101.5,100.8,99.6,-4.8,-7.3,103.1
CS(=O)(=O)N(CC(=O)NCC1CCCO1)c1cccc([N+](=O)[O-])c1 (stereo not drawn),4.0,97.0,96.4,97.0,100.3,-0.5,0.9,97.0
COc1ccc(C(c2nnnn2Cc2cccs2)N2CCC(C(N)=O)CC2)c(OC)c1 (stereo not drawn),0.0,102.1,102.2,102.7,99.4,-4.1,-33.5,113.2
CCC(C)Sc1ccc([C@@H]2[C@@H]3C(=O)N(C)C(=O)[C@@H]3[C@]3(C(=O)OC)CCCCN23)cc1 (stereo partly drawn),0.0,90.5,133.8,93.5,100.9,-1.8,6.1,123.1
O=C(Cn1nnc(-c2cccs2)n1)OC1CCCCC1,3.0,93.2,105.2,93.6,99.1,7.7,-4.4,.
Cc1c(O)c2c3c(cccc3c1O)C(=O)N(c1ccccc1)C2=O,0.0,89.3,94.8,83.5,90.1,6.9,-9.9,85.0
O=C(COC(=O)CCCc1c[nH]c2ccccc12)Nc1ccc2c(c1)OCO2,0.0,98.3,90.6,83.8,93.9,-13.0,-0.9,84.9
COc1ccc(CNC(=O)c2cc3cccc(OC)c3oc2=N)cc1,0.0,84.5,108.0,107.6,102.2,11.5,-2.1,100.2
Cc1ccc2c(c1)C(=O)CC(O)(C(F)F)O2 (stereo not drawn),1.0,98.3,101.7,100.6,94.5,-1.6,-9.7,93.9
Cc1c(C(=O)NCCSc2ccc(Cl)cc2)cccc1[N+](=O)[O-],0.0,96.4,102.9,90.8,91.4,-21.7,22.2,85.9
Cc1ccc(S(=O)(=O)c2cn(C)c3cc(N4CCOCC4)c(F)cc3c2=O)cc1,0.0,103.5,98.2,102.6,102.7,12.2,2.6,109.6
Cc1cccc(NC(=O)C2C3C=CC(O3)C2C(=O)O)c1C (stereo not drawn),0.0,103.3,93.5,98.9,105.1,-0.9,17.0,103.6
COc1ccc(NC(=O)CSc2nnnn2C2CCCCC2)c(OC)c1,3.0,103.2,93.7,96.4,98.8,-9.7,2.8,98.5
Cc1ccc(N2C(N)=NC(N)=NC23CCCC3)c(C)c1,1.0,90.6,90.5,99.4,.,-34.5,11.1,101.3
Cc1ccc(NC(=O)C2C3C=CC(O3)C2C(=O)O)cc1C (stereo not drawn),11.0,107.7,106.5,105.6,110.8,6.7,5.2,107.1
Cc1ccccc1N(CC(=O)N/N=C/c1ccccc1Cl)C(=O)c1ccccc1,0.0,99.2,104.5,.,101.2,-3.1,5.4,99.6
O=c1[nH]cnc2sc3c(c12)CCN(Cc1ccccc1)C3,2.0,97.0,95.2,102.2,102.7,-38.5,-13.1,105.8
Cc1onc(-c2ccccc2)c1C(=O)c1c[nH]c(C(=O)NCc2ccccn2)c1,2.0,92.1,102.3,116.5,92.8,-6.1,-4.0,110.5
CNC(=O)COc1ccc(Nc2nnc(C)c3ccccc23)cc1,1.0,103.6,99.9,100.9,103.0,-2.2,0.5,93.9
C=CCn1c(CCC(=O)Nc2ccc(C)c(Cl)c2)nnc1SCC(=O)Nc1ccccc1C,0.0,100.8,97.8,100.0,98.3,3.0,-13.0,97.0
O=C(C1CCCC1)N1CCN(S(=O)(=O)c2ccc(Cl)cc2)CC1,2.0,102.9,97.3,104.3,103.5,-46.7,0.5,104.7
CCN(CC)CC(=O)c1ccc(-c2ccccc2)cc1,0.0,96.0,99.9,98.8,95.9,19.4,27.6,103.5
Cc1ccc(S(=O)(=O)N2CCN(S(=O)(=O)N(C)C)CC2)c(C)c1,0.0,97.0,99.2,101.8,98.8,-1.6,8.2,103.2
COc1ccc2c(C)nc(Nc3nc(C)c(C)c(=O)[nH]3)nc2c1,8.0,98.2,100.5,62.7,66.8,11.7,11.6,60.2
CCOC(=O)CSc1nc(-c2ccccc2)nc2c1oc1ccccc12,3.0,109.7,104.9,.,100.9,-1.5,8.4,109.9
COc1cc(C(=O)NC(C)CCn2cccn2)ccc1OC1CCN(C(C)=O)CC1 (stereo not drawn),9.0,96.6,92.5,97.9,95.7,-0.8,2.4,97.4
COc1ccc(OC)c(-c2csc(NC(=O)C3=NN(c4ccccc4)C(=O)CC3)n2)c1,3.0,104.9,91.6,89.8,102.4,6.7,-17.2,100.0
O=c1c2[nH]c3ccccc3c2ncn1CCN1CCNCC1,1.0,98.8,101.7,103.4,101.0,3.2,-5.6,99.3
Cc1ccc(OCCNC(=O)c2cc(C3CC3)nc3c2cnn3C(C)C)cc1,0.0,96.3,100.7,99.5,97.6,-0.4,-7.3,99.5
CCNC(=S)NNC(=O)CSc1nc2ccccc2n1C,0.0,95.8,102.2,101.7,95.3,-23.6,-8.1,95.2
CCC(C)c1c(O)nc(SCC(=O)N2CCOCC2)[nH]c1=O (stereo not drawn),0.0,98.8,96.7,92.9,.,6.0,-2.3,99.2
COc1ccc(C(=O)OCC(=O)N2CCCC2=O)c(OC)c1,4.0,102.7,115.0,102.9,94.5,9.7,-10.4,102.6
O=c1c2ccccc2nc(SCc2cc(F)cc3c2OCOC3)n1Cc1ccco1,5.0,103.3,98.5,99.7,100.5,-9.3,9.9,106.0
Cc1ccc(C(=O)CSc2nc(C)cc(=O)[nH]2)cc1,0.0,101.9,96.0,102.1,103.6,-1.9,-2.3,105.2
O=C(NCc1ccco1)c1c(F)cccc1Cl,2.0,101.4,100.9,99.8,103.4,-1.3,9.0,99.7
COc1ccc(-c2csc(NC(=O)C3=NN(c4ccccc4)C(=O)CC3)n2)cc1,3.0,101.6,105.1,104.5,101.2,6.7,-6.3,100.7
COc1cc(OC)cc(C(=O)NNC(=O)c2ccc3c(c2)OCCO3)c1,1.0,117.6,129.7,122.5,113.1,1.4,0.0,116.4
# (cont.)
SMILES,GRK2 aptamer HTS,MEP2-GFP yeast,LAP4 TOR yeast,AGP1-GFP MLPCN,RPL19A-GFP yeast,GASC-1 inh,VLA-4 inh,CIT2 TOR yeast
Clc1ccc(OCCCNCc2ccccc2)c(Br)c1,0.0,101.7,105.2,106.8,106.0,-6.4,35.9,98.4
O=C(CCc1nnc(COc2ccccc2)o1)NCc1ccc(Cl)s1,0.0,102.7,116.3,97.3,94.7,5.1,4.3,106.5
c1ccc(CSc2ccc3nnc(-c4cccnc4)n3n2)cc1,0.0,166.7,115.3,99.4,103.4,2.6,5.8,103.9
Cc1ccc(NC(=O)c2oc3ccccc3c2NC(=O)C2CC2)cc1,0.0,100.5,100.9,101.5,101.3,-2.3,4.6,99.5
CCOc1cc(-c2cc(-c3ccc(C)o3)nc(N)c2C#N)ccc1O,5.0,98.0,104.1,83.8,99.6,5.0,7.4,89.4
Cc1ccc(C(=O)OCC(=O)NC(=O)c2ccccc2)o1,0.0,103.5,102.2,102.7,102.8,8.5,1.5,94.3
CCCN1C2CCCC1CC(NC(=O)c1cccc(Cl)c1)C2 (stereo not drawn),0.0,97.2,88.4,97.3,95.4,-14.7,-9.0,105.8
O=C(CNC(=O)c1ccco1)NCC(=O)OCc1ccc(C(=O)Oc2ccc(Cl)cc2)cc1,1.0,102.4,102.9,105.0,100.8,18.2,38.5,100.1

# Grouped by structure: the compounds so far with bromine (two)
SMILES,GRK2 aptamer HTS,MEP2-GFP yeast,LAP4 TOR yeast,AGP1-GFP MLPCN,RPL19A-GFP yeast,GASC-1 inh,VLA-4 inh,CIT2 TOR yeast
COc1ccc(CCNC(=O)CCNS(=O)(=O)c2cc(Br)cnc2N)cc1OC,0.0,95.0,87.0,102.1,99.6,-4.9,0.1,99.5
Clc1ccc(OCCCNCc2ccccc2)c(Br)c1,0.0,101.7,105.2,106.8,106.0,-6.4,35.9,98.4
